# Dengue-2 NS5 capping: Dengue-2 NS5 methyltransferase inhibitors, primary screen, biochemical, confirmation dose response (AID 588689); Dengue-2 NS5 methyltransferase capping enzyme assay, biochemical; higher % means a stronger effect; inhibition, % at 25 µM; hits with a dose series show IC50 in µM; hit rate 0.3% among 340,000; in the data active = a potency from the dose series
# RSV CPE inhibition: inhibition of RSV-induced cytopathic effect – HEp-2 cells, primary 10 µM value included (AID 2391); HEp-2 cells, RSV-induced CPE inhibition; higher % means a stronger effect; one-dose CPE inhibition, % at 10 µM; IC50 in µM for titrated hits; hit rate 0.13% among 310,000; in the data active = a potency from the dose series; note: strong numbers were not always called active
# AID2073: disruptors of CaV2.2 binding to Mint1 – biochemical, HTRF (AID 2073) | inhibition, % at 20 µM, or IC50 in µM where a hit was titrated | hit rate 0.19% among 290,000 | HTRF protein-protein interaction, Mint1-CaV2.2; higher % means a stronger effect; in the data active = inhibition mostly above about 51%, no sharp cut-off; note: some results filed as inactive read as strong as hits
# West Nile antiviral: inhibition of WNV-induced cytopathic effect – cell-based, CPE readout (AID 1621); CPE inhibition, % at 10 µM, or IC50 in µM where a hit was titrated; West Nile virus-infected cells, CPE inhibition; higher % means a stronger effect; hit rate 0.02% among 290,000; in the data active = a potency from the dose series; note: strong numbers were not always called active
# SIAH1 antagonists: blockers of Siah-1 interaction with plectin peptide – biochemical, fluorescence polarization, rhodamine-plectin, uHTS, primary screen (AID 1817); hit rate 0.02% among 290,000; Siah-1 / rhodamine-plectin peptide fluorescence polarization; higher % means a stronger effect; one-dose displacement, % at 20 µM; IC50 in µM for titrated hits;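 active = displacement of at least 50% at 20 µM, with a fluorescence ratio check between 0.3 and a set limit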;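 note: plate controls were Siah plus tracer with DMSO for no effect and tracer alone without Siah for full effect; strong numbers were not always called active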
# MgcRacGAP inhibition: MgcRacGAP GTPase-activating activity inhibitors, confirmation, biochemical, ADP Hunter fluorescence; MgcRacGAP-stimulated Rac1 GTP hydrolysis, ADP Hunter fluorescence; higher % means a stronger effect; GST-tagged Rac1 F28L mutant substrate; inhibition, % at 30 µM; hits with a dose series show IC50 in µM; hit rate 0.6% among 340,000; AID 624330;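 active = first-screen hits whose inhibition reached a set limit at any dose in the follow-up dose series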;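 note: fluorescence reports GDP produced by GAP-driven GTP hydrolysis; strong numbers were not always called active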
# NTR1 ag: NTR1-driven beta-arrestin-GFP spot formation – imaging, U2OS cells, high content, primary screen (AID 493036); P30989; activation, % at 20 µM; hit rate 0.17% among 330,000; agonist mode;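 active = activation at or above 40% of the spot to cytoplasm intensity ratio, with at least 20 cells analyzed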;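 note: 0% = DMSO without peptide and 100% = 100 nM NTR1 peptide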
# Target sequence (P30989 whole entry, looked up): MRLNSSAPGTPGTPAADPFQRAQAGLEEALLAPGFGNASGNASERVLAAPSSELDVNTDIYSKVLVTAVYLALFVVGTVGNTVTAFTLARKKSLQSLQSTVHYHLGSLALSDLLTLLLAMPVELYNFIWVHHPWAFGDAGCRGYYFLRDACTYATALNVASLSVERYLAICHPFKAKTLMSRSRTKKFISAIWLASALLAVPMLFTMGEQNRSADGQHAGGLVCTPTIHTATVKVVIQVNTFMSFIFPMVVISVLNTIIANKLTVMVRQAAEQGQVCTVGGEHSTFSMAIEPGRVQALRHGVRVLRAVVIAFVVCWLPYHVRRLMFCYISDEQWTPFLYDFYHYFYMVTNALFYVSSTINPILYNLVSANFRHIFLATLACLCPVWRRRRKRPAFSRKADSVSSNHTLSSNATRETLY
# SV40 large T antigen: TAg ATPase/helicase activity blockers – biochemical (AID 1903); SV40 large T antigen ATPase/helicase inhibition assay; higher % means a stronger effect; inhibition, % at 20 µM, or IC50 in µM where a hit was titrated; hit rate 0.39% among 310,000; in the data active = a potency from the dose series; note: strong numbers were not always called active
# UTI89 phage lysis: protection from phage-mediated lysis, alamar blue read-out – E. coli UTI89, K1F phage, bacterial capsule biogenesis inhibitors (AID 488966); E. coli UTI89 K1F phage lysis, alamar blue, 2 h; higher % means a stronger effect; one-dose inhibition, % at 100 µM; IC50 in µM for titrated hits; hit rate 0.02% among 340,000;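 active = phage lysis inhibition, versus mean bacterial control, above a set limit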;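 note: capsule biogenesis inhibitors block K1F phage lysis so surviving cells raise fluorescence; higher fluorescence means more inhibition of phage lysis; actives were called in the ten point dose series up to 300 µM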
# NTR1 ag cell count 20 µM: also measured in NTR1 ag; calls as there; cell count; measured here: cell count, cytotoxicity flag
# Numbers without * were called inactive; . = no result given; & = joins results of further samples.
SMILES,Dengue-2 NS5 capping,RSV CPE inhibition,AID2073,West Nile antiviral,SIAH1 antagonists,MgcRacGAP inhibition,NTR1 ag,NTR1 ag cell count 20 µM,SV40 large T antigen,UTI89 phage lysis
O=C(CCNNC(=O)c1ccncc1)NCc1ccccc1,-3.0%,2.9%,-1.4%,0.2%,0.3%,-2.5%,1.0,68,19.4%,3.5%
Cc1c(NC(=O)c2cccnc2)c(=O)n(-c2ccccc2)n1C,3.9%,.,16.4%,0.3%,-1.9%,-1.0%,-1.4,30,18.2%,-2.3%
COc1ccc(C(=O)NCc2ccc(OCCN(C)C)cc2)cc1OC,0.0%,-1.9%,.,-0.6%,.,0.3%,2.1,56,6.5%,0.2%
CC1(C)Cc2c(sc(NC(=S)NC(=O)c3ccccc3)c2C(=O)O)CO1,-0.9%,3.5%,2.1%,0.3%,4.9%,13.7%,-0.3,21,11.2%,1.1%
CC(=O)NC(Cc1ccccc1)C(=O)O (centres undefined),1.4%,.,.,-0.1%,.,-0.8%,-2.6,89,11.2%,0.1%
C=C[C@@H]1CN2CCC1C[C@@H]2[C@@H](O)c1ccnc2ccc(OC)cc12 (some centres undefined),0.0%&-41.8%,-2.6%&-2.3%,10.5%,0.0%,-0.1%,0.1%&6.0%,-1.7&-2.3,61&59,13.8%&23.0%,10.2%&8.9%
CC(=O)OCC1=C[C@@H]2OC(=O)C3=CO[C@@H](O[C@@H]4O[C@H](CO)[C@@H](O)[C@H](O)[C@H]4O)[C@H]1[C@@H]32,2.0%,-0.8%,.,.,.,6.6%,-1.5,55,.,-0.1%
Cc1cc(Nc2cc(N3CCN(C)CC3)nc(Sc3ccc(NC(=O)C4CC4)cc3)n2)n[nH]1,-4.7%,-0.9%,.,0.6%,.,7.0%,2.6,52,10.6%,0.3%
CN1CCN(CCC(=O)N2c3ccccc3Sc3ccc(C(F)(F)F)cc32)CC1,-0.7%,0.7%,5.0%,1.3%,-0.9%,6.8%,-1.0,44,1.9%,4.8%
CN1CCN(C(c2ccccc2)c2ccccc2)CC1,-5.1%,-1.7%,.,.,.,12.1%,2.0,60,12.6%,3.8%

# Five of the entries above in order of their number in MgcRacGAP inhibition, ascending.
SMILES | MgcRacGAP inhibition
O=C(CCNNC(=O)c1ccncc1)NCc1ccccc1 | -2.5%
CC(=O)NC(Cc1ccccc1)C(=O)O (centres undefined) | -0.8%
CC(=O)OCC1=C[C@@H]2OC(=O)C3=CO[C@@H](O[C@@H]4O[C@H](CO)[C@@H](O)[C@H](O)[C@H]4O)[C@H]1[C@@H]32 | 6.6%
CN1CCN(C(c2ccccc2)c2ccccc2)CC1 | 12.1%
CC1(C)Cc2c(sc(NC(=S)NC(=O)c3ccccc3)c2C(=O)O)CO1 | 13.7%

# Going on with the list.
SMILES,Dengue-2 NS5 capping,RSV CPE inhibition,AID2073,West Nile antiviral,SIAH1 antagonists,MgcRacGAP inhibition,NTR1 ag,NTR1 ag cell count 20 µM,SV40 large T antigen,UTI89 phage lysis
NC(=O)c1cn(Cc2c(F)cccc2F)nn1,-9.7%,1.1%,.,.,.,0.6%,0.2,54,3.6%,2.8%
Cc1cc(-c2ccccc2)nnc1NCCN1CCOCC1,1.5%,-0.7%,15.8%,-0.4%,-0.6%,9.6%,-0.2,44,3.8%,5.0%
CC(=O)Nc1ccc(C(=O)O)cc1,-2.9%,.,.,.,.,-0.4%,3.8,53,.,6.0%
COc1ccc(/C=C/C(=O)Nc2ccccc2C(=O)O)cc1OC,-1.5%,0.9%,8.0%&44.5%,0.5%,7.4%&6.9%,-2.6%,-1.4,78,7.0%&7.1%&7.9%,1.7%
COC(=O)c1ccc(O)cc1,-5.9%,.,-5.8%,0.5%,5.4%,.,-0.5,89,.,0.0%
O=C(NCCc1c[nH]c2ccccc12)c1cccnc1,-3.7%,-1.6%,15.8%,0.1%,5.5%,-0.2%,-0.8,66,2.3%,3.2%
C1CCC(C(CC2CCCCN2)C2CCCCC2)CC1 (centres undefined),-5.9%&0.0%,-2.8%&-4.0%,-0.2%,-1.1%,-3.5%,9.5%&1.8%,25.1&21.3,12&34,7.3%&-2.1%,-12.0%&-10.8%
Cn1c(=O)c2c(ncn2CC2OCCO2)n(C)c1=O,-1.3%,1.5%,14.7%,-0.2%,-3.7%,-4.0%,0.5,86,10.1%,-0.1%
C=C[C@H]1CN2CC[C@H]1C[C@@H]2[C@@H](O)c1ccnc2ccc(OC)cc12,-2.2%&0.7%&-3.7%,-1.7%&-1.9%,.,.,.,7.1%&4.3%&-0.9%,-1.3&-0.8,70&62,11.0%&20.9%,6.5%&6.4%&8.8%
NC(=O)c1cccc(-c2cc(Nc3ccc(OC(F)(F)F)cc3)ncn2)c1,-2.0%,19.4%,13.6%,1.5%,-3.9%,9.7%,17.4,65,9.3%,-0.4%

# Sorted by length of the SMILES (largest number first): 3 of the compounds above.
SMILES,Dengue-2 NS5 capping,RSV CPE inhibition,AID2073,West Nile antiviral,SIAH1 antagonists,MgcRacGAP inhibition,NTR1 ag,NTR1 ag cell count 20 µM,SV40 large T antigen,UTI89 phage lysis
COc1ccc(/C=C/C(=O)Nc2ccccc2C(=O)O)cc1OC,-1.5%,0.9%,8.0%&44.5%,0.5%,7.4%&6.9%,-2.6%,-1.4,78,7.0%&7.1%&7.9%,1.7%
O=C(NCCc1c[nH]c2ccccc12)c1cccnc1,-3.7%,-1.6%,15.8%,0.1%,5.5%,-0.2%,-0.8,66,2.3%,3.2%
C1CCC(C(CC2CCCCN2)C2CCCCC2)CC1 (centres undefined),-5.9%&0.0%,-2.8%&-4.0%,-0.2%,-1.1%,-3.5%,9.5%&1.8%,25.1&21.3,12&34,7.3%&-2.1%,-12.0%&-10.8%

# Later entries
SMILES,Dengue-2 NS5 capping,RSV CPE inhibition,AID2073,West Nile antiviral,SIAH1 antagonists,MgcRacGAP inhibition,NTR1 ag,NTR1 ag cell count 20 µM,SV40 large T antigen,UTI89 phage lysis
c1ccc(CC2=NCCN2)cc1,-1.5%,-0.8%,-1.7%,-0.5%,-3.2%,-3.1%,-0.4,61,-3.2%,0.2%
COc1ccccc1N1CCN(CCCNc2cc(=O)n(C)c(=O)n2C)CC1,1.1%,-3.0%,5.7%,-0.1%,12.6%,8.6%,1.6,50,4.7%&5.6%,.
CC(COc1ccccc1)NC(C)C(O)c1ccc(O)cc1 (centres undefined),-11.7%,-1.2%,19.7%,0.8%,4.0%,4.4%,-1.9,61,28.5%,2.9%
O=C(c1ccc(F)cc1)C1CCN(CCn2c(=O)[nH]c3ccccc3c2=O)CC1,22.0%&24.2%,-2.1%,3.8%,-0.6%,4.0%,0.3%&1.6%,-1.0&-0.4,66&72,3.5%,0.2%&2.5%
CCOc1ccc(C(=O)OCCN(CC)CC)cc1,-4.8%,-0.9%,-2.6%,-0.3%,2.8%,-1.4%,-0.1,57,6.2%,0.1%
Cc1ccc(CN2CCN(Cc3cccc4nccnc34)CC2CCO)cc1 (centres undefined),-0.9%,-0.2%,9.2%,-0.5%,7.4%,10.3%,-0.7,62,11.7%,0.1%
CC[N+](C)(CC)CCOC(=O)C(O)(c1ccccc1)C1CCCCC1 (centres undefined),3.7%,-1.2%,-1.8%,0.1%,1.9%,2.1%,2.2,49,7.7%&21.4%,3.2%
CC[n+]1c(C)sc2cc(OC)ccc21,-1.6%,-0.3%,6.4%,0.7%,2.4%,24.5%,-0.5,47,8.1%,-0.2%
CCCn1cnc2c1c(=O)n(CCCCC(C)=O)c(=O)n2C,-0.8%,-0.5%,.,0.5%,.,1.9%,-2.3,68,10.4%,0.9%

# Just SIAH1 antagonists and NTR1 ag (3 entries from above):
mol	SIAH1 antagonists	NTR1 ag
CC[N+](C)(CC)CCOC(=O)C(O)(c1ccccc1)C1CCCCC1 (centres undefined)	1.9%	2.2
CC[n+]1c(C)sc2cc(OC)ccc21	2.4%	-0.5
CCCn1cnc2c1c(=O)n(CCCCC(C)=O)c(=O)n2C	.	-2.3

# High-throughput results as filed in PubChem.

# These rows are one share of the data. The share of hits here may be higher or lower than overall.
